# High-throughput results from PubChem BioAssay.
# HCV inh – blocks hepatitis C virus | Huh7.5.1 HCVcc-Cre infection, luciferase reporter, 44 h | Potency, µM (doses to about 41.8 µM), for inactives: top-dose activity change, negative = inhibition, usual class: inhibitors | 3.4% of 340,000 active
#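 Seed cells (1,000/well) for 4 h; treat with compound and infect with HCVcc-Cre, moi about 0.5. Incubate 44 h, then detect luciferase activity.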
# Tb PYK inh – inhibitors of Trypanosoma brucei pyruvate kinase; TbPYK enzyme, Kinase-Glo Plus ATP luminescence, 45 min; Potency, µM (series often up to 76.8 µM), for the others: at the highest dose activity, negative = inhibition, actives largely listed as inhibitors; 0.12% of 410,000 active; note: nearly all actives have a fitted effect of over 50% in size
#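 Glycolytic pyruvate kinase of T. brucei was incubated with substrate, test compound and 130 uM ADP for 45 minutes at room temperature. Luminescent Kinase-Glo Plus signal was measured after 10 minutes.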
# Numbers without * were called inactive; ? = inconclusive; & = joins results of further samples; [ ] = another dose, or the depositor's remark. Calls come from the whole dose curve; as a rule, active = well fitted curve in the direction sought with a large enough effect; inconclusive = small, poorly fitted or top-dose-only effect, or another doubt; inactive = no such curve, though single readings can be large; an effect the other way counts as inactive or inconclusive. % is set by controls: 0 for no effect and ±100 for the full control effect; potency is the fitted concentration of half-maximal effect. The list is partial (hit frequency here may not be typical).
SMILES,HCV inh,Tb PYK inh
CN(C(=O)COC(=O)c1ccc2c(c1)OCO2)C1CCCCC1,7.3%,19.0%
CCOC(=O)c1ccc(S(=O)(=O)NNC(=O)Cc2csc(C)n2)cc1,-4.2%,1.6%
CC1CCC2(CC1)NC(=O)N(CC(=O)NCCc1ccccc1)C2=O (stereo unspecified),-1.3%,0.4%
COc1ccccc1C=Cc1ccnc2ccccc12,?,-18.9%
CS(=O)(=O)N1c2ccccc2[C@]2(Br)C[C@H]3C(=O)N[C@@H](Cc4ccccc4)C(=O)N3[C@H]12,-1.3%,-8.0%
CCN(CC)C(=O)Cn1cc(S(=O)(=O)CC(=O)N2CCOCC2)c2ccccc21,33.9%[activator],0.0%
COc1ccc(Cn2c(-c3ccccc3C)nc3c(c(=O)c4ccccc4n3C)c2=O)cc1,7.6%,0.6%
O=C1NC(=O)C(CSc2ccccc2)(c2ccccc2)N1 (stereo unspecified),1.4%,-1.7%
COc1ccccc1C=NNC(=O)NN=Cc1ccccc1OC,?,0.3%
CC(=O)c1ccc(-c2cccc([C@H]3[C@@H]4C=CC[C@@H](C)[C@@H]4C(=O)N3Cc3ccccc3)c2)cc1,11.2µM*,4.4%
COc1ccc(-c2csc(NCCc3nc4cc(Cl)c(N5CCCCC5)cc4n3CCOCCO)n2)cc1,-19.5%,-6.9%
CC(=O)N[C@H]1[C@H]([C@H](O)[C@H](O)CO)OC(C(=O)O)=C[C@@H]1O,11.8%,6.1%
O=S1(=O)CCOC[C@H](Cc2ccccc2)N1Cc1ccccc1F,5.2%,-0.4%
c1ccc(-c2cn3nc(-c4ccccc4)sc3n2)cc1,?,-3.8%
COC(=O)c1ccc(C)c(NC(=O)CCCN2C(=O)CN(C)C2=O)c1,3.9%,-5.8%
COc1ccc(/C=C/C(=O)OCC(=O)c2ccccc2F)cc1,13.4%,-6.3%
O=[N+]([O-])c1ccc(-c2cn3ccccc3n2)cc1,7.7%,-7.0%
COC(=O)[C@]1(C)N[C@H](CN(C)S(=O)(=O)c2ccc(OC)cc2)[C@@H]2C(=O)N(C)C(=O)[C@@H]21,10.8%,1.1%
C[C@]12c3[nH]c4ccc(Cl)cc4c3CCN1C(=O)[C@@H](CC(=O)NCc1cccc(C(F)(F)F)c1)C[C@@H]2C(=O)N1CCOCC1,7.08µM*,3.2%
O=C(OCc1ccccc1)N(CCCCN(CCCNCc1ccccc1)C(=O)OCc1ccccc1)CCCNCc1ccccc1,10µM*,3.2%
O=C1CCC[C@@H]2[C@H](Cc3ccccc3)[C@@H](O)C[C@@H]3CCN1[C@@H]32,?,-10.3%
O=C(NC1CC1)C1=C[C@@H](c2ccc(C(F)(F)F)cc2)C[C@@H](OCc2ccc(CO)cc2)O1,-18.9%,-9.2%
CCN(CC)C(=O)[C@H]1C[C@H](CC(=O)NC(C)(C)C)C(=O)N2CCc3c([nH]c4cc(CCC(=O)N(C)C)ccc34)[C@]12C,-0.5%,4.9%
COc1ccccc1NS(=O)(=O)c1ccc(C(=O)N2CCCCCC2)cc1,-12.3%,-1.0%
C[C@H](CO)N1C[C@H](C)[C@H](CN(C)Cc2ccc(Oc3ccccc3)cc2)Oc2ccc(NC(=O)Nc3cccc4ccccc34)cc2CC1=O,-27.3%,5.3%

# Six of the compounds above, bar-delimited.
Molecule | HCV inh | Tb PYK inh
O=C(OCc1ccccc1)N(CCCCN(CCCNCc1ccccc1)C(=O)OCc1ccccc1)CCCNCc1ccccc1 | 10µM* | 3.2%
CC1CCC2(CC1)NC(=O)N(CC(=O)NCCc1ccccc1)C2=O (stereo unspecified) | -1.3% | 0.4%
CS(=O)(=O)N1c2ccccc2[C@]2(Br)C[C@H]3C(=O)N[C@@H](Cc4ccccc4)C(=O)N3[C@H]12 | -1.3% | -8.0%
COc1ccccc1C=Cc1ccnc2ccccc12 | ? | -18.9%
O=C1CCC[C@@H]2[C@H](Cc3ccccc3)[C@@H](O)C[C@@H]3CCN1[C@@H]32 | ? | -10.3%
CN(C(=O)COC(=O)c1ccc2c(c1)OCO2)C1CCCCC1 | 7.3% | 19.0%

# Carrying on.
SMILES,HCV inh,Tb PYK inh
O=C(CC1CCCC1)Nc1ccc(Cl)c(S(=O)(=O)N2CCOCC2)c1,11.2µM*,5.4%
CCOC(=O)C1=CNS(=O)(=O)NC1c1ccc(C(F)(F)F)cc1 (stereo unspecified),0.6%,6.9%
O=C(NCCOc1ccccc1)C1Nc2ccc(C(F)(F)F)cc2C2c3ccccc3CC12 (stereo unspecified),-23.1%,3.4%
COc1ccc2c(c1)C(=O)Nc1cc(Cl)ccc1N2,-25.5%,-4.6%
CCc1ccc(OCC(=O)OCC(=O)NC2CCCC(C)C2C)cc1 (stereo unspecified),8.0%,1.2%
Cc1nnc(NS(=O)(=O)c2ccc(F)cc2)s1,15.7%,1.2%
COc1cccc(NC(=O)CN2C(=O)NC(C)(C3CC3)C2=O)c1 (stereo unspecified),22.3%,1.0%
CCOC(=O)N1CCN(C(=O)c2ccc(S(=O)(=O)Nc3ccc(C)cc3)cc2)CC1,?,-5.3%
CCN(CC(=O)Nc1ccc2c(c1)OCCO2)C(=O)c1ccccc1Br,-7.2%,-6.7%
Cc1cccc2nc(CSc3ccccc3N)cn12,-0.6%,-6.9%
CC(C)Cn1c(SCC(=O)Nc2cccnc2Cl)nnc1-c1ccco1,5.5%,-3.3%
CCCC(C(=O)NNC(=O)c1ccncc1)c1ccccc1 (stereo unspecified),-0.9%,3.1%
CN(C)CCNC(=O)c1cccc2[nH]c(-c3ccncc3)nc12,?,-2.7%
CC(=O)Nc1ccc(S(=O)(=O)NCC(=O)OCC(=O)c2ccc[nH]2)cc1,30.9%[activator],-0.8%
O=S1(=O)N=C(c2ccccc2)c2ccccc21,-15.5%,0.4%
C=CCC[C@H](Cc1ccc(F)cc1)C(=O)OC[C@@H](NC(=O)[C@@H](CC=C)CC(=O)N(CCO)Cc1ccccc1)C(C)(C)C,3.16µM*,4.4%
O=C(Nc1cc(C(F)(F)F)ccc1N1CCOCC1)C1CCCO1 (stereo unspecified),10.9%,-3.9%
CC(C)C[C@@H](CN)NC(=O)c1nc[nH]c1C(=O)N[C@@H](C)C(=O)CNC[C@H](CC(C)C)NC(=O)c1nc[nH]c1C(=O)N[C@@H](Cc1ccccc1)C(=O)O,23.1%,3.1%
COc1cc(C(C)=O)ccc1OCC(=O)Nc1cc(C)on1,3.1%,3.1%
Nc1ccn(C2CCCCO2)c(=O)n1 (stereo unspecified),9.1%,2.0%
COc1ccc(Cl)cc1NC(=O)CN(C)C(=O)C1COc2ccccc2O1 (stereo unspecified),?,1.5%
CCCNC(=O)c1onc(CSc2ccc(F)c(F)c2)c1C(=O)NCCC,?,-9.6%
O=C(CC(=O)c1cccs1)c1ccncc1,0.9%,1.7%
O=C1OC[C@@H]2CCCN2C(=O)[C@H](CC(=O)N(CCO)Cc2ccccc2)C/C=C\C[C@H]1Cc1ccc(F)cc1,-0.5%,-1.6%
COCOc1cc(O)c(C(=O)/C=C/c2ccc(OCOC)c(OCOC)c2)c(OCOC)c1,7.94µM*,2.6%

# Shown as tab-separated lines: 2 of the compounds above
structure	HCV inh	Tb PYK inh
O=S1(=O)N=C(c2ccccc2)c2ccccc21	-15.5%	0.4%
CC(C)Cn1c(SCC(=O)Nc2cccnc2Cl)nnc1-c1ccco1	5.5%	-3.3%

# Following part
SMILES,HCV inh,Tb PYK inh
COc1cc(C)ccc1OCC(=O)NCC1CCCO1 (stereo unspecified),0.0%,-7.6%
COc1cccc(-c2sc3ccccc3c2-c2ccc(OCCN3CCCCC3)cc2)c1,?,-1.2%
COc1ccc(C(=NN)c2ccc(OC)cc2)cc1,1.5%,-8.0%
O=C(Nc1ccccc1)C1=C[C@@H](c2ccc(C(F)(F)F)cc2)C[C@@H](OCCCCO)O1,13.3%,-2.2%
COc1cccc(C(=O)OCC(=O)NCc2ccc3c(c2)OCO3)c1OC,2.6%,-0.7%
O=C(COc1ccc(Cl)cc1Cl)Nc1ccccc1F,-9.0%,?
COc1ccc(-c2cc(-c3ccccc3)nc(N)n2)c(O)c1,?,-10.0%
Cn1c(=O)c2c(ncn2CC(=O)NC[C@H]2O[C@@H](n3cnc4c(N)ncnc43)[C@H](O)[C@@H]2O)n(C)c1=O,11.8%,2.4%
O=C(O)CCC(=O)OCCN(Cc1ccc(Oc2ccc([N+](=O)[O-])cc2)cc1)C(=O)C(Cl)Cl,?,-21.7%
CC(C)CC1Nc2ncnc(N3CCOCC3)c2N(Cc2ccccc2)C1=O (stereo unspecified),4.7%,-0.2%&-4.3%
C[C@H](NS(=O)(=O)c1ccc(Cl)cc1)C(=O)OCC(=O)NCCc1ccc(S(N)(=O)=O)cc1,7.2%,3.3%
Cc1ccc(S(=O)(=O)NN=C2CC3CCC2(C)C3(C)C)cc1 (stereo unspecified),-16.8%,-12.2%
Cc1ccccc1-c1cccc([C@@H]2C[C@H]3C(CN2)CON3C)c1 (stereo partly specified),?,-6.3%
O=S(=O)(/C(=C\c1ccc(C(F)(F)F)cc1)c1nc2ccccc2[nH]1)c1ccccc1,1.41µM*,-3.1%
CC1=C(O)C(=O)C=C2C1=CC=C1C2(C)CCC2(C)C3CC(C)(C(=O)O)CCC3(C)CCC12C (stereo unspecified),?,35.5µM*
Nc1c(N=O)c(=O)[nH]c(=O)n1-c1ccccc1,16.6%,3.9%
O=C1c2ccccc2C(=O)N1CCOc1ccccc1,21.9%,-0.4%
CC1(C)CC(=O)C=C(c2cccs2)C1,20.3%,3.0%
COc1ccc(C2CC(=O)c3cc(OC)ccc3O2)cc1 (stereo unspecified),3.5%,5.5%
COC(=O)C1=C(c2cc3ccccc3o2)C[C@@H]2CC[C@H]1N2C(=O)NCCO,0.5%,-4.1%
COc1ccc2c(c1)C(=O)CC(c1ccccc1)O2 (stereo unspecified),-13.2%,-9.0%
CC(=O)Nc1ccc(S(=O)(=O)Nc2nc(C)nc3sc(C)c(C)c23)cc1,10.2%,6.4%
c1cc2c3c(cccc3c1)NC1(CCCC1)N2,-12.0%,1.0%
CC1CCCN(C(=O)Cn2c(=O)oc3cc(S(=O)(=O)N4CCCCC4C)ccc32)C1 (stereo unspecified),-7.1%,-2.6%
Cc1ccc(C2=NOC(C)(c3nnc(-c4ccncc4)o3)C2)cc1 (stereo unspecified),13.6%,-3.6%

# Carrying on:
SMILES,HCV inh,Tb PYK inh
CN(C)c1cccc(C(=O)OCC(=O)NC(=O)NCc2ccccc2)c1,?,1.8%
O=C(COC(=O)/C=C/c1ccco1)NCCN1C(=O)CSC1=O,3.4%,-4.8%
COc1ccc(CC(=O)OCC(=O)Nc2ccc(Cl)cc2C)cc1,20.2%,0.6%
Cc1cc(O)c2c(c1)CC1C3CCC4CC(=O)CCC4(C)C3CC(=O)C21C (stereo unspecified),?,-1.2%
O=C(CN1C(=O)NC2(CCCCC2)C1=O)Nc1ccc(N2CCCCC2)cc1,1.6%,-6.1%
C=CCC[C@@H](Cc1ccc(F)cc1)C(=O)OC[C@H](Cc1c[nH]c2ccccc12)NC(=O)[C@@H](CC=C)CC(=O)N[C@@H](CO)Cc1ccccc1,?,2.1%
C[C@]12C(=O)N(c3ccccc3)C(=O)N1[C@H]1c3ccccc3OC[C@@H]1[C@H]2c1ccccc1,-8.9%,-8.4%
COc1ccc2[nH]c3c(c2c1)CCN1C(=O)C(CC(=O)NCCC2=CCCCC2)C[C@H](C(=O)N2CCCCC2)[C@@]31CCc1ccccc1 (stereo partly specified),10.6%,4.1%
NS(=O)(=O)c1ccc(NC(=O)COC(=O)c2ncc(Cl)c(Cl)c2Cl)cc1,-2.8%,-3.0%
CCCCn1c(N)c(N(CCOC)C(=O)c2ccc(N3C(=O)c4ccccc4C3=O)cc2)c(=O)[nH]c1=O,-0.3%,2.4%
COc1cccc(NC(=O)CN2C(=O)NC(Cc3c[nH]c4ccccc34)C2=O)c1 (stereo unspecified),-16.2%,-5.0%
C[C@@H]1CN([C@H](C)CO)C(=O)Cc2cc(NS(=O)(=O)c3cn(C)cn3)ccc2O[C@H]1CN(C)S(=O)(=O)c1ccc(Cl)cc1,20.5%,1.6%
Cc1cccc(NC(=O)[C@@H]2CCCN2S(=O)(=O)c2ccc(Cl)cc2)c1,-15.5%,0.5%
COc1ccccc1C(=O)C(=O)c1ccccc1OC,13.0%,2.3%
c1csc(-c2nn3c(C4CCCCC4)nnc3s2)c1,-14.7%,3.1%
CCCCOc1ccc(C(=O)OCC(=O)c2c(N)n(C)c(=O)n(C)c2=O)cc1,-1.4%,-2.4%
C=C1CCN([C@@H](CC(C)C)C(=O)NCc2ccccc2)S(=O)(=O)c2ccccc21,-20.0%,-4.8%
CCOc1ccc(/C(O)=C2\C(=O)C(=O)N(CCN(C)C)C2c2cc(OC)ccc2OC)cc1Cl (stereo unspecified),18.1%,-9.3%
O=C(NCc1ccccc1)[C@]1(C(F)(F)F)C[C@H](CCc2ccccc2)CCCO1,4.1%,0.6%
O=C(Cc1ccccc1[N+](=O)[O-])NCC(=O)c1ccc2c(c1)OCO2,1.7%,-0.5%
CCOC(=O)CCCCCC(=O)Nc1ccc2c(c1)CC(=O)N([C@H](C)CO)C[C@H](C)[C@H](CN(C)S(=O)(=O)c1ccc(OC)cc1)O2,-2.7%,2.7%
C[C@H]1CN([C@@H](C)CO)C(=O)c2cccc(NC(=O)Nc3ccc(C(F)(F)F)cc3)c2O[C@@H]1CN(C)S(=O)(=O)c1ccccc1,?,-1.8%
Cc1ccc(C(=O)NC(Cc2ccccc2C(F)(F)F)C(=O)O)cc1 (stereo unspecified),2.5%,4.3%
CCOc1ccc(C(=O)Nc2ccc(N3CCN(C(=O)c4ccco4)CC3)cc2)cc1Br,?,-2.7%
